# Screening results deposited in PubChem by several laboratories.
# GPR55 beta-arrestin: selective activators of receptor GPR55 – imaging, U2OS cells, beta-arrestin-GFP redistribution, primary screen (AID 1961) | U2OS GPR55 beta-arrestin-GFP redistribution imaging; higher % means a stronger effect | activation, % at 10 µM; hits with a dose series show EC50 in µM | 290,000 tested, 0.048% active;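 active means activation above 40% with more than 50 cells counted in the well; inconclusive means wells holding fewer than 50 cells, flagged as toxic or sparse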;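 further: U2OS osteosarcoma cells stably expressing GPR55 and beta-arrestin-GFP; plate controls were DMSO negative control for no effect and LPI positive control for full effect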
# NS5 inhibitors: flavivirus cap methylation enzyme inhibition – biochemical, confirmation dose response, primary screen (AID 588689); 340,000 tested, 0.3% active; one-dose inhibition, % at 25 µM; IC50 in µM for titrated hits; Dengue-2 NS5 methyltransferase capping enzyme assay, biochemical; higher % means a stronger effect; in the data active means a potency from the dose series; inconclusive means inhibition above about 29% without an active follow-up result
# NTR1 agonist: agonists of NTR1, primary screen, imaging, U2OS cells, beta-arrestin-GFP, high content (AID 493036); 330,000 tested, 0.17% active; NTR1-U2OS beta-arrestin-GFP spot imaging, agonist mode; P30989; activation, % at 20 µM;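 active means activation at or above 40% of the spot to cytoplasm intensity ratio, with at least 20 cells analyzed; inconclusive means wells under 20 cells, flagged as cytotoxic or low count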;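 further: 0% = DMSO without peptide and 100% = 100 nM NTR1 peptide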
# Target sequence (P30989 whole entry, looked up): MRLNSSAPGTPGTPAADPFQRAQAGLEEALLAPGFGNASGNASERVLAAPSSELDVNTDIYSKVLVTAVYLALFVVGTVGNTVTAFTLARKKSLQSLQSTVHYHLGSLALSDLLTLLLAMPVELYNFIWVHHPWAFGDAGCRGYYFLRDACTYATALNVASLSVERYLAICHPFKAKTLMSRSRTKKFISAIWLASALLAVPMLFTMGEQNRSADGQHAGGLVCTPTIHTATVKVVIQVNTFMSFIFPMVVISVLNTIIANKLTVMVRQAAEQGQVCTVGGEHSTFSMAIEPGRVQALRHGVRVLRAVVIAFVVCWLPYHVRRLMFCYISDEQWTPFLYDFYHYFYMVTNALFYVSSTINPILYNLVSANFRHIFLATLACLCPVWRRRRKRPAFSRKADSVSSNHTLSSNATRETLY
# HIV peptide binding: cell-free HIV fusion peptide-binding blockers – biochemical, uHTS, fluorescence dequenching, primary screen (AID 1986). cell-free peptide binding, fluorescence dequenching, 30 min; higher % means a stronger effect. 290,000 tested, 0.3% active. inhibition, % at 20 µM, or IC50 in µM where a hit was titrated; in the data active means inhibition mostly above about 52%, no sharp cut-off; inactive means mostly below about 76%; further: some results filed as inactive read as strong as hits
# UTI89 phage lysis: protection from phage-mediated lysis, alamar blue read-out – E. coli UTI89, K1F phage, bacterial capsule biogenesis inhibitors (AID 488966); E. coli UTI89 K1F phage lysis, alamar blue, 2 h; higher % means a stronger effect; one-dose inhibition, % at 100 µM; IC50 in µM for titrated hits; 340,000 tested, 0.02% active;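 active means phage lysis inhibition, versus mean bacterial control, above a set limit; inconclusive means no clear call, values can overlap the other calls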;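 further: capsule biogenesis inhibitors block K1F phage lysis so surviving cells raise fluorescence; higher fluorescence means more inhibition of phage lysis; actives were called in the ten point dose series up to 300 µM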
# GPR35 antagonists: inhibition of zaprinast-stimulated GPR35 beta-arrestin translocation – imaging, U2OS, beta-arrestin-GFP, zaprinast agonist, primary screen (AID 2058) | U2OS GPR35 beta-arrestin-GFP translocation imaging, zaprinast antagonism; higher % means a stronger effect | inhibition, % at 10 µM, or IC50 in µM where a hit was titrated | 290,000 tested, 0.052% active;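 active means inhibition of at least 50% with at least 30 cells and total cytoplasm GFP at most 10,000,000; inconclusive means under 30 cells or total GFP of 10,000,000 plus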
# GPR55 LPI antagonism: GPR55 antagonists blocking LPI-driven arrestin recruitment, primary screen, imaging, U2OS, beta-arrestin-GFP, LPI agonist (AID 2013). U2OS GPR55 beta-arrestin-GFP translocation imaging, LPI antagonism; higher % means a stronger effect. inhibition, % at 10 µM, or IC50 in µM where a hit was titrated. 290,000 tested, 0.13% active;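 active means spots per cell inhibited over 60%, with over 100 cells counted and total cytoplasm intensity under 500,000; inconclusive means wells with under 100 cells, flagged as likely toxic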;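 further: U2OS cells stably carrying GPR55 and arrestin-GFP stimulated by 5 µM LPI near EC80; imaged beta-arrestin-GFP aggregate spots per cell after agonist stimulation; plate controls were LPI-stimulated DMSO wells for no effect and DMSO wells without LPI for full effect; some results filed as inactive read as strong as hits; confirmed hits need IC50 under 10 µM and bright autofluorescent wells are also inconclusive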
# SIAH1 antagonists: blockers of Siah-1 interaction with plectin peptide – biochemical, fluorescence polarization, rhodamine-plectin, uHTS, primary screen (AID 1817) | 290,000 tested, 0.02% active | displacement, % at 20 µM, or IC50 in µM where a hit was titrated | Siah-1 / rhodamine-plectin peptide fluorescence polarization; higher % means a stronger effect;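 active means displacement of at least 50% at 20 µM, with a fluorescence ratio check between 0.3 and a set limit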;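 further: plate controls were Siah plus tracer with DMSO for no effect and tracer alone without Siah for full effect; strong numbers were not always called active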
# AID2073: disruptors of CaV2.2 binding to Mint1 – biochemical, HTRF (AID 2073) | HTRF protein-protein interaction, Mint1-CaV2.2; higher % means a stronger effect | inhibition, % at 20 µM, or IC50 in µM where a hit was titrated | 290,000 tested, 0.19% active; in the data active means inhibition mostly above about 51%, no sharp cut-off; inconclusive means no clear call, values can overlap the other calls; inactive means mostly below about 53%; further: some results filed as inactive read as strong as hits
# NTR1 agonist cell count 20 µM: second read-out of NTR1 agonist, no call of its own (marks repeat the call); cell count; measured here: cell count, cytotoxicity flag
# * marks the source's active call; other numbers are inactive results; ? = inconclusive; . = not tested or not shown; & = joins results of further samples; ! = not active in a repeat; [ ] = remark or other dose. Outcome played no part in choosing rows. About 1.2% of those tested had a hit in this group.
cpd	Molecule	GPR55 beta-arrestin	NS5 inhibitors	NTR1 agonist	NTR1 agonist cell count 20 µM	HIV peptide binding	UTI89 phage lysis	GPR35 antagonists	GPR55 LPI antagonism	SIAH1 antagonists	AID2073
1	O=C1CC(c2cccc(Br)c2)C2=C(COC2=O)N1 (stereo unspecified)	-0.1%	2%	0.1	90	-0.4%	1.6%	0%	5%	22%	-5%
2	CCOC(=O)c1cc(-c2ccc(Cl)cc2)nc2c1c(C)nn2CCC#N	-0.1%	3%	8.3	53	-1.3%	-0.5%	-4%	13%	2%	16%
3	C=CCO/N=C/C1=C(O)C(C(=O)OC)C(C)(C)CC1=O (stereo unspecified)	-0.1%	.	0.0	98	-0.8%	0.7%	12%	-2%	-6%	-16%
4	O=C(O)c1c[nH]c2ccc(S(=O)(=O)N3CCN(c4ccc(F)cc4)CC3)cc2c1=O	-0.2%	3%	0.6	58	24%	-1.4%	-4%	18%	48%	4%
5	O=C(N/C=C/c1ccco1)OCc1ccccc1	-0.1%	-6%	-0.7	48	23%	4.9%	-3%	-1%	3%	44%
6	CCO[C@@H]1OC(C(=O)NCc2ccccc2)=C[C@H](c2cn(C(C)=O)c3ccccc23)[C@H]1CCCO	-0.2%	0%	3.3	67	0.0%	0.2%	-5%	3%	-2%	-5%
7	Cc1c(Cl)cccc1NC(=O)CSC(N)=O	0.2%	-6%	1.7	56	2.5%	0.1%	-9%	3%	6%	16%
8	CCCC(=O)NCc1cc(-c2nn(C)c(=O)c3ccccc23)ccc1OC	0.3%	-4%	-0.3	62	-1.7%	-0.1%	-1%	9%	8%	1%
9	O=C(NCCc1c[nH]c2ccccc12)Nc1ccccc1	-0.3%	-8%	-0.4	74	-1.9%	-0.2%	-8%	2%	7%	0%
10	O=C1c2cccnc2C(Nc2ccccc2)N1Cc1ccco1 (stereo unspecified)	0.1%	7%	-1.0	84	-1.3%	-0.3%	1%	8%	3%	24%
11	Cc1cccc(-n2cnc3cc(C(=O)N4CCCCC4)ccc32)c1	0.0%	2%	0.5	64	-1.3%	0.1%	3%	7%	-3%	-14%
12	O=C(CSc1nc(-c2ccccc2)c(-c2ccccc2)o1)NC1CCS(=O)(=O)C1 (stereo unspecified)	0.2%	-6%	0.4	38	0.1%	-0.2%	10%	16%	6%	-2%
13	O=C(CSc1cccc[n+]1[O-])CSc1cccc[n+]1[O-]	-0.1%	-1%	-0.7	29	0.5%	-0.4%	8%	-1%	-2%	-1%
14	COc1ccc(N2CCN(C(=O)c3cccc(N4C(=O)C5C6C=CC(C6)C5C4=O)c3)CC2)cc1 (stereo unspecified)	0.1%	1%	0.8	57	-0.9%	-0.2%	17%	-15%	-1%	37%
15	Cc1ccc(OCC(=O)N/N=C/c2cccn2C)cc1	-0.2%	-3%	1.3	59	-2.1%	1.8%	3%	4%	-3%	-3%
16	O=C(Nc1cccn2ncnc12)c1cccc(C(F)(F)F)c1	-0.3%	3%	0.3	51	1.0%	2.6%	-5%	7%	3%	7%
17	C=CCn1c(N)cc(=O)nc1SC(C)C(=O)Nc1cccc2ccccc12 (stereo unspecified)	0.4%	-5%	0.9	38	1.9%	0.3%	14%	8%	-2%	3%
18	C/C=C/Cn1c(SCc2ccccc2)nc2c1c(=O)[nH]c(=O)n2C	-0.2%	-10%	3.5	49	0.4%	1.1%	-2%	11%	-3%	-8%
19	CCCc1cc(-c2nc(-c3ccc(C)cc3)cs2)ccn1	-0.4%	-1%	4.6	83	0.1%	-0.1%	6%	5%	-8%	-1%
20	O=C(C1CCCN(S(=O)(=O)c2cccc3nonc23)C1)N1CCC(Cc2ccccc2)CC1 (stereo unspecified)	-0.2%	5%	2.5	30	-3.8%	1.2%	4%	11%	0%	-2%

# Other compounds
cpd	Molecule	GPR55 beta-arrestin	NS5 inhibitors	NTR1 agonist	NTR1 agonist cell count 20 µM	HIV peptide binding	UTI89 phage lysis	GPR35 antagonists	GPR55 LPI antagonism	SIAH1 antagonists	AID2073
21	O=C(c1cc(COc2ccc(F)cc2Cl)on1)N1CCC(c2ccncc2)CC1	-0.1%	-4%	0.5	52	0.8%	1.3%	10%	8%	2%	8%
22	COc1ccc(S(=O)(=O)NCCc2ccco2)cc1OC	0.2%	-5%	-0.5	53	-0.5%	0.4%	4%	-11%	4%	-3%
23	O=C(CSc1ccc(-c2cccnc2)nn1)N1CCCC1	-0.2%	-3%	-1.5	67	1.4%	0.4%	-10%	11%	-1%	3%
24	CCc1ccc(OC(C)C(=O)Nc2ccccc2C(=O)N2CCOCC2)cc1 (stereo unspecified)	0.0%	-3%	-0.6	34	1.0%	-0.4%[50 µM]	2%	12%	2%	-1%
25	COC(=O)c1ccsc1NC(=O)CCc1ccccc1	-0.2%	-2%	-0.6	65	1.5%	0.2%	3%	2%	2%	10%
26	COc1ccc(Oc2ccccc2C=O)cc1	-0.1%	1%	1.7	46	2.4%	-0.5%	7%	-4%	2%	-1%
27	Cc1c(NC(=O)COc2ccc(C(C)C)cc2)c(=O)n(-c2ccccc2)n1C	-0.2%	-2%	-0.5	46	-1.3%	-0.2%	3%	3%	-2%	-2%
28	CSc1nc2ncnc(N)c2[nH]1	1.2%	.	0.9	64	-1.8%	.	-2%	-17%	-4%	3%
29	CN(CCc1cnn(C)c1)Cc1cn[nH]c1-c1ccc(-c2ccccc2)cc1	-0.1%	4%	-0.8	49	-0.1%	2.0%	-1%	8%	-3%	1%
30	CCOc1ccc(CNC(=O)C2CCN(S(=O)(=O)c3ccc4c(c3)CCCC(=O)N4)CC2)cc1	-0.1%	-1%	1.0	72	-1.6%	0.1%	-10%	2%	-4%	11%
31	CCOc1ccccc1-n1c(C)cc(C=O)c1C	-0.1%	-1%	-0.3	55	0.6%	0.5%	-17%	8%	7%	-10%
32	COc1cccc(Nc2nc(N)nc(CCl)n2)c1	-0.3%	0%	0.2	55	1.0%	-1.5%	-6%	1%	12%	16%
33	COC(=O)/C=C1/N/C(=N\c2nc(C)cc(C)n2)N(c2ccc(C)c(C)c2)C1=O	0.1%	5%	3.7	41	-2.2%	-0.3%	13%	11%	6%	2%
34	O=S(=O)(c1ccccc1Cl)N1CCC(Cc2ccccc2)CC1	-0.1%	-2%	12	83	2.1%	-0.1%	8%	4%	0%	1%
35	O=C(/C=C/c1ccccc1Cl)c1ccc(O)cc1	0.2%	-8%	2.5	75	3.0%	0.2%	12%	9%	5%	6%
36	Cc1ccc(S(=O)(=O)N(CC(=O)N2CCCCCC2)c2ccccc2F)cc1	-0.1%	-3%	0.3	58	2.4%	-0.1%	-4%	1%	12%	3%
37	COC(=O)c1cccc(NC(=O)CC2NCCNC2=O)c1 (stereo unspecified)	0.0%	-4%	0.5	57	0.5%	1.1%	7%	-1%	0%	4%
38	CC(C)c1ccc(C(=O)Nc2nnc(S(=O)(=O)N3CCOCC3)s2)cc1	0.0%	0%	0.0	51	4.8%	0.3%	23%	10%	7%	21%
39	NC1=NC(=Nc2ccccc2)c2ccccc21	-0.2%	-4%	0.6	52	-1.2%	-3.8%	6%	-3%	6%	-1%
40	CCN(c1ccc2c(c1)OCO2)S(=O)(=O)c1cc(Br)cc2c1N(C(=O)C1CC1)CC2	0.3%	7%	3.5	63	2.9%	0.7%	15%	17%	-4%	5%

# Remaining list, next part.
cpd	Molecule	GPR55 beta-arrestin	NS5 inhibitors	NTR1 agonist	NTR1 agonist cell count 20 µM	HIV peptide binding	UTI89 phage lysis	GPR35 antagonists	GPR55 LPI antagonism	SIAH1 antagonists	AID2073
41	CCCCOc1ccc(CON(C(C)=O)C(C)=O)cc1Cl	-0.3%	-9%	-1.7	72	0.8%	0.0%	-10%	7%	-4%	-7%
42	COc1ccc(C(=O)/C=C/c2ccc(N3CCCCC3)c([N+](=O)[O-])c2)cc1	1.8%	5%	4.1	41	0.1%	3.4%	2%	19%	8%	16%
43	CCN(CC)C(=O)CSc1nc(N)c2c3c(sc2n1)CC(C)CC3 (stereo unspecified)	0.0%	-4%	12	67	-2.2%	2.3%	4%	-1%	-4%	-3%
44	Cc1nn(-c2ccc(C(=O)O)cc2)c(C)c1Oc1ccccc1O	-0.2%	-2%	-1.2	66	2.5%	1.9%	7%	14%	-2%	-3%
45	Cc1cccc2nc(-c3cccc(NC(=O)c4ccc(Cl)cc4)c3)cn12	-0.3%	-3%	11	61	-4.0%	0.2%	2%	1%	7%	2%
46	NC(=O)CSc1nnc(NC(=O)c2ccc(S(=O)(=O)N3CCOCC3)cc2)s1	-0.1%	3%	0.0	49	1.1%	0.6%[50 µM]	4%	0%	1%	11%
47	C=CCOC(=O)C1=C(C)OC(N)=C(C#N)C1c1ccccc1F (stereo unspecified)	-0.1%	-5%	3.1	56	1.3%	-0.4%[50 µM]	9%	-1%	-3%	9%
48	COCCNC(=O)CCc1c(C)nc2c(c(C)nn2-c2ccc(C)c(C)c2)c1C	-0.1%	-2%	0.4	81	-0.8%	0.1%	2%	2%	3%	?
49	COc1cc(C(=O)N/C(=C\c2cn(C)c3ccccc23)C(=O)NCCCN2CCOCC2)cc(OC)c1OC	-0.1%	-5%	0.6	62	-1.4%	0.3%	15%	3%	-3%	9%
50	Cc1cc(NCCCN(C)C)n2c(nc3ccccc32)c1C#N	-0.1%	-2%	0.1	76	1.5%	0.8%[50 µM]	8%	14%	2%	18%
51	COc1ccccc1N1CCN(C(=O)CSc2ncnc3c2cnn3-c2ccc(C)c(C)c2)CC1	0.0%	.	8.7	44	0.2%	.	-6%	8%	-5%	13%
52	CCCCCCCCCCCCCCCCn1cc[n+](C)c1	-0.1%&-0.3%	-4%	12&25	54&78	70%*!	-1.2%	2%&11%	6%&55%	10%&0%	-4%&6%
53	CN(C[C@H](Cc1ccccc1)N(C[C@@H](Cc1cccc2ccccc12)N(CCc1ccccc1)N=O)N=O)N=O	0.3%	-3%	0.1	102	3.3%	1.6%	-1%	5%	4%	24%
54	CC(=N\NC(=O)c1ccc([N+](=O)[O-])cc1)/C(=N/O)C(=O)Nc1ccccc1	0.3%	-5%	0.6	63	-0.5%	1.2%[50 µM]	-6%	11%	-5%	6%
55	Cc1ccc(N2CC(C(=O)Nc3ccc4c(c3)OCCO4)CC2=O)cc1 (stereo unspecified)	0.0%	-1%	-0.3	51	1.4%	4.2%	-4%	91%	2%	2%
